Source: PubChem BioAssay
FLuc modulator: inhibits or activates purified firefly luciferase, miR-21 counter-screen; P08659; 360,000 compounds, 6.9% hits; Potency, µM (highest dose often 57.5 µM), for inactives: at the highest dose activity change, negative = inhibition, actives largely listed as inhibitors; purified FLuc, Km substrates, luminescence inhibition;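 note: potency is the fitted concentration of half-maximal effect; plate controls were vehicle for no effect and reference inhibitor for full effect; nearly all actives have a fitted effect of over 55% in size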
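Purified P. pyralis luciferase, 10 nM final, with Km-level 10 uM D-luciferin and 10 uM ATP in 50 mM Tris acetate pH 7.5, 10 mM Mg acetate, 0.01% Tween-20, 0.05% BSA; 6-point qHTS titration about 60 µM downward; luminescence read.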
KCNH2 3.1 inh: KCNH2 3.1 (human) potassium channel inhibition; U2OS KCNH2 3.1, thallium flux FluxOr; hits give low values; activity change, % (tested at about 1.8 µM); 340,000 compounds, 0.95% hits; AID 720553;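 active = maximum activity change below -70%; inconclusive = maximum activity change from -70% to -50%; inactive = maximum activity change above -50%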;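 note: thallium influx rate constant from kinetic fluorescence after stimulation buffer; % is set by controls: 0 for no effect and ±100 for the full control effect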
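FluxOr-based Tl+ influx in U2OS cells transduced with KCNH2 3.1 virus; rate constants normalized to DMSO controls.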
Mito fusion act: mitochondrial division inhibition or fusion activation; S. cerevisiae fusion-defective mutant growth rescue, CellTiterGlo 48 h; Potency, µM (titrated, usually from 46.1 µM), for the others: top-dose growth rescue (activation), usual class: activators; 320,000 compounds, 0.23% hits; AID 485298;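 note: potency is the fitted concentration of half-maximal effect; % of control where 0% means no effect; nearly all actives have a fitted effect of over 45% in size; temperature-sensitive fusion mutants such as fzo1-1 at 37 °C on non-fermentable ethanol glycerol medium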
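Compounds are tested for their ability to restore growth of mitochondrial fusion-defective yeast strains at non-permissive 37C in YPEG medium over 48 hours. Viability is quantified by luciferase luminescence.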
ELG1 DNA repair: ELG1-dependent DNA repair inhibition; HEK293T ELG1-luciferase reporter, luminescence, 16 h; DNA damage induced by 5-fluorouridine; Potency, µM (doses to about 46.1 µM), inactives show at the highest dose activity change, negative = inhibition, usual class: inhibitors; 330,000 compounds, 2.3% hits; AID 504467; note: potency is the fitted concentration of half-maximal effect; % is set by controls: 0 for no effect and ±100 for the full control effect; nearly all actives have a fitted effect of over 55% in size
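Step one: seed 2,000 cells per well. Step two: pin-transfer compound or DMSO alongside 5-fluorouridine. Step three: incubate 16 hr, 37 °C, 5% CO2. Step four: add ONE-Glo, wait 30 min, read luminescence.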
RORgamma inh: blocks mouse ROR gamma transcriptional activity; Drosophila S2 Gal4-RORgamma UAS-luciferase reporter, 20 h; P51450; 310,000 compounds, 5.4% hits; Potency, µM (titrated, usually from 53.6 µM), for inactives: at the highest dose activity change, negative = inhibition, hits mostly inhibitors; note: potency is the fitted concentration of half-maximal effect; % is set by controls: 0 for no effect and ±100 for the full control effect; nearly all actives have a fitted effect of over 60% in size
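Stable Schneider cell line, Gal4 DNA-binding domain fused to ROR gamma, UAS-luciferase. Cmpd 1 hr RT → CuSO4 700 uM final → 20 hr RT → luciferase reagent 10 min → luminescence.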
Menin MLL FP TR: displaces Texas Red mutant MLL peptide from human menin; Menin + Texas Red MLL mutant peptide, fluorescence polarization; AID 1768; 270,000 compounds, 0.23% hits; Potency, µM (titrated, usually from 61.6 µM), inactives show at the highest dose FP activity change, negative = inhibition, hits mostly inhibitors; active = well fitted inhibition curve with a large enough effect in the polarisation, with a control signal flat, not every such curve was filed as active; inconclusive = small, poorly fitted or top-dose-only effect, or effect the other way, or a change in a side signal; inactive = no such curve, though single readings can be large or run the other way; the % refers to the polarisation; note: potency is the fitted concentration of half-maximal effect; % of control where 0% means no effect; many of its hits are not listed in these tables
Target sequence (O00255 whole entry, looked up): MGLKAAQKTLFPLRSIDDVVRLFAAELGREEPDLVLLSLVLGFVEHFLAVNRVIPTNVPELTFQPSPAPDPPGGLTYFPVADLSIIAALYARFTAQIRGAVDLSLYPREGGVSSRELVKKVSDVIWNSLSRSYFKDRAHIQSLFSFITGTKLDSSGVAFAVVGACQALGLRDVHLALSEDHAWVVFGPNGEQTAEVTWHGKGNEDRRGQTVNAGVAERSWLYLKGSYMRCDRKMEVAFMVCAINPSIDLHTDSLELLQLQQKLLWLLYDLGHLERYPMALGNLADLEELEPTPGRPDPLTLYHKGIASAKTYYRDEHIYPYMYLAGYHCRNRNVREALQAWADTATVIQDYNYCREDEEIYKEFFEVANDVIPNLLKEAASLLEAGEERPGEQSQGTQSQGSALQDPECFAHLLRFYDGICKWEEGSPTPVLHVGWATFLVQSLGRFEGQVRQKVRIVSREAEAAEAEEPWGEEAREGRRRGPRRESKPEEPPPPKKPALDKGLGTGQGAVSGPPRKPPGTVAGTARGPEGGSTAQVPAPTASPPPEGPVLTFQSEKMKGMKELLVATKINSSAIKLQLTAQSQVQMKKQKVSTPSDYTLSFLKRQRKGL
Rab9 promoter act: Rab9 promoter activation | Huh7 Rab9 promoter-luciferase reporter, luminescence, 24 h | Potency, µM (doses to about 9.22 µM), for the others: at the top dose activation, negative = inhibition, most hits filed as activators | 320,000 compounds, 2.8% hits | AID 485297; note: potency is the fitted concentration of half-maximal effect; % of control where 0% means no effect; nearly all actives have a fitted effect of over 60% in size
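Quantitative HTS format; Huh7 Rab9-luciferase reporter cells (1500/well) receive compound 2 h post-plating, incubate 24 h at 37 °C, then get luciferase reagent for 10 min before luminescence reading.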
PKM2 act: activators of human pyruvate kinase M2. P14618. AID 1631. purified PKM2, Kinase-Glo ATP luminescence, activation; response scale: 0% is enzyme alone, no compound. 260,000 compounds, 0.34% hits. Potency, µM (top dose mostly 57.5 µM), for the others: at the highest dose activation, most hits filed as activators; note: potency is the fitted concentration of half-maximal effect; % is set by controls: 0 for no effect and ±100 for the full control effect; nearly all actives have a fitted effect of over 55% in size
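Purified hPK-M2 (>95%) run at intermediate activity with 0.1 mM ADP and 0.5 mM PEP in 50 mM imidazole pH 7.2, KCl, MgCl2; 1 h room temperature. ATP formed read by Kinase-Glo luminescence; normalized to uninhibited and no-enzyme controls.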
MBNL1 CUG block: inhibitors of human MBNL1 binding to CUG repeat RNA; Q9NR56; TR-FRET MBNL1-His/biotin-(CUG)12 binding, 665/545 ratio; Potency, µM (top dose mostly 57.5 µM), for the others: at the top dose activity change, negative = inhibition, actives largely listed as inhibitors; 280,000 compounds, 0.036% hits; active = well fitted inhibition curve with a large enough effect in the signal ratio, with a control signal flat, not every such curve was filed as active; inconclusive = small, poorly fitted or top-dose-only effect, or effect the other way, or a change in a side signal; inactive = no such curve, though single readings can be large or run the other way; the % refers to the signal ratio; note: potency is the fitted concentration of half-maximal effect; % is set by controls: 0 for no effect and ±100 for the full control effect
Target sequence (Q9NR56 whole entry, looked up): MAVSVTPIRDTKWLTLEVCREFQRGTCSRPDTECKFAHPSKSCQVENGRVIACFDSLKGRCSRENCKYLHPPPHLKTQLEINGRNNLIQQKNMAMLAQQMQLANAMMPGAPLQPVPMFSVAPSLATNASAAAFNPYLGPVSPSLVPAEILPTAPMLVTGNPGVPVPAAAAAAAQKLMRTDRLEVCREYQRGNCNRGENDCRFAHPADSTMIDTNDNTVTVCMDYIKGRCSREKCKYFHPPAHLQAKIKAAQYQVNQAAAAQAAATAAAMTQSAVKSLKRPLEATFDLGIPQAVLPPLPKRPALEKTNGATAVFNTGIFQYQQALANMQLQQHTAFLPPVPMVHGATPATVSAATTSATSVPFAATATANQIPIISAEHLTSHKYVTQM
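His-tagged MBNL1 binding to biotinylated (CUG)12 RNA was measured by TR-FRET using terbium anti-His antibody (0.055 ng/ul final) and streptavidin-XL665 (5 nM final). Compounds were titrated 92 nM to 58 uM; 60 min at room temperature.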
VP16 counter: counter-screen for ROR gamma inhibitors: Gal4-VP16 reporter | Drosophila S2 Gal4-VP16 UAS-luciferase, luminescence, 20 h | Potency, µM (doses to about 53.6 µM), for inactives: at the highest dose activity, negative = inhibition, most hits filed as inhibitors | 310,000 compounds, 3.5% hits | AID 2546;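 note: Gal4-VP16 expression switched on by copper sulfate through the metallothionein promoter; potency is the fitted concentration of half-maximal effect; % is set by controls: 0 for no effect and ±100 for the full control effect; nearly all actives have a fitted effect of over 50% in size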
NPC1 promoter act: activators of NPC1 promoter | Huh7 NPC1 promoter luciferase reporter, 24 h | Potency, µM (doses to about 9.22 µM), for inactives: top-dose activation, most hits filed as activators | 320,000 compounds, 2.4% hits;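 note: potency is the fitted concentration of half-maximal effect; % of control where 0% means no effect; nearly all actives have a fitted effect of over 60% in size; reporter is driven by a mutant NPC1 promoter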
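Stably transfected Huh7 (NPC1 promoter→luciferase), 1500 cells/well in Opti-MEM + 10% FBS, 2 h settle, then compound 24 h at 37 °C. Luminescence after 10 min with Amplite reagent.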
* marks the source's active call; other numbers are inactive results; ? = inconclusive; · = no result given; & = joins results of further samples; [ ] = another dose, or the depositor's remark. Unless noted, calls come from the whole dose curve; as a rule, active = well fitted curve in the direction sought with a large enough effect; inconclusive = small, poorly fitted or top-dose-only effect, or another doubt; inactive = no such curve, though single readings can be large; an effect the other way counts as inactive or inconclusive. Some of the compounds tested; the hit share may differ from the screen's.

SMILES	FLuc modulator	KCNH2 3.1 inh	Mito fusion act	ELG1 DNA repair	RORgamma inh	Menin MLL FP TR	Rab9 promoter act	PKM2 act	MBNL1 CUG block	VP16 counter	NPC1 promoter act
Cc1cc(OCC(O)CN2C(C)CCCC2C)ccc1C(C)C (stereo unspecified)	4%	5	1%	0%	29%	?	-5%[1.84 µM]	0%	-5%	-14%[10 µM]	-3%
Clc1ccc(SCc2nc3ccccc3[nH]2)cc1	9.5µM*	-12	2%	?	?	?	?	-2%	-14%	?	?
O=S(=O)(NCc1cccs1)NCc1ccccc1F	3%	·	5%	8%	9%	-18%	0%	2%	·	9%	1%
O=C(CSc1ccc([N+](=O)[O-])cc1)OCC(=O)N1CCCC1=O	3%	12	-2%	1%	·	·	-9%	·	·	·	-3%
O=C(NCc1ccccc1Cl)c1cccc(NC2=NC3CS(=O)(=O)CC3S2)c1 (stereo unspecified)	4%	16	1%	9%	-23%	3%	-4%	4%	-13%	9%	-2%
CCC1CCCCN1C(=O)CCc1nnc(C2CCCCC2)o1 (stereo unspecified)	?	-1	3%	?	26%	-8%	28%	-13%	-6%	-3%	14%
COc1ccccc1N1CCN(C(=O)c2oc3ccccc3c2C)CC1	-1%	-12	-3%	3%	8%	-10%	-11%	0%	4%	0%	-25%
CC(C(=O)OCC(=O)c1ccc(Br)cc1)N1C(=O)C2C3C=CC(C3)C2C1=O (stereo unspecified)	?	1	-4%	0%	20%	-9%	2%	6%	-8%	-4%	-1%
O=C(CSc1nc2sccc2c(=O)[nH]1)N1CCN(c2ccccc2)CC1	-3%	0	0%	1%	1%	?	2%	-5%	-5%	-2%	2%
COc1ccc(-c2[nH]c3ccccc3c2SCCNC(=O)c2ccccc2)cc1	-8%	-27	3%	16µM*	?	?	-10%	3%	-19%	?	-5%
CN(C)C(=O)CN1CCN(C(=O)CCl)CC1	0%	1	2%	?	-19%	-1%	1%	-4%	-8%	-2%	-3%
Cc1ccc(C)c(CN2C(=O)c3ccccc3S(=O)(=O)c3ccc(C(=O)N4CCN(C)CC4)cc32)c1	1%&0%	1	-3%	5%	8%	·	-8%	·	-5%	-14%	0%
Fc1cccc(Cl)c1CNn1cn[nH]c1=S	1%	2	0%	5%	?	4%	-6%	-5%	-13%	3%	-2%
CC(C)CN1CCN(Cc2cc3ccccc3[nH]2)CC1CCO (stereo unspecified)	-11%	3	0%	-7%	-45%	-2%	2%	-13%[11.5 µM]	-5%	2%	4%
COc1cc(-c2nc(C(=O)NC3CCCCC3)cc3c2[nH]c2ccccc23)cc(OC)c1OC	2%	-21	3%	5.8µM*	27%	9%	-11%	3%	11%	-4%	-5%
CC(=O)C1=C(C)NC(C)=C(C(C)=O)C1c1ccccc1	-2%	-9	3%	-11%	4%	8%	-4%	1%	?	20%	0%
Cc1ccccc1Cn1c(=O)sc2ccccc2c1=O	-9%	-30	8%	23%	-17%	?	2%	-18%	29%	4%	3%
COc1cccc(C(=O)OCC(=O)c2ccc(Br)s2)c1OC	8.5µM*	-15	-2%	?	·	·	16%	·	·	·	-3%
Cc1ccc(C2=NCCn3nc4cc([N+](=O)[O-])ccc4c32)cc1	-6%	4	6%	?	·	·	-3%	·	·	·	5%
Cc1ccc(-c2nnc(SCC(=O)N/N=C/c3c(C)nn(-c4ccccc4)c3C)n2-c2ccccc2)cc1	-2%	14	-6%	?	40%	-16%	0%	0%	·	1%	0%
O=[n+]1c2c(n([O-])c3ccccc31)CCCC2	0%	2	-2%	11%	2%	?	-4%	9%	?	0%	-3%
COc1cc(/C=C(\C#N)C(=O)c2c(C)[nH]c3ccccc23)cc(OC)c1OC	1%	-7	-1%	?	?	-4%	-3%	-3%	7%	-8%	4%
O=C(/C=C/c1ccc2c(c1)OCCCO2)c1ccccc1O	0.27µM*	9	2%	?	?	-4%	1.8µM*	-30%	-4%	?	3.2µM*
Cn1c(=O)c(=O)n(C)c2cc(N3CCOCC3)c(NS(=O)(=O)c3ccc([N+](=O)[O-])cc3)cc21	-2%	-18	5%	0%	-23%	-1%	1%	·	?	6%	0%
CCCNC(=O)NC(=O)CSc1ccc2c(c1)OCCO2	2%	-11	-5%	-3%	33%	0%	-2%	-2%	-5%	-6%	-1%
COc1cc(NC(=O)COC(=O)CNC(=O)C2CCCCC2)cc(OC)c1	3%	5	-1%	3%	·	·	2%	·	·	·	0%
Cc1ccc(S(=O)(=O)N2CCCOC2CNC(=O)C(=O)NCCCn2ccnc2)cc1 (stereo unspecified)	5%	4	7%	-8%	?	-9%	-2%	2%	?	-7%	-1%
COc1cc(-c2noc(CCCC(=O)NCc3ccco3)n2)cc(OC)c1OC	3%	2	0%	?	9%	-11%	2%	27%	-1%	20%	-8%
C=CC[n+]1c(/C=C2\C=Cc3cc(C)ccc3N2CC)ccc2ccccc21	?	-16	-3%	?	?	?	-38%[inhibitor]	-15%	·	3.2µM*	-41%[inhibitor]
Cc1cccc(OCC(=O)N(Cc2ccco2)C2CCS(=O)(=O)C2)c1 (stereo unspecified)	-2%	20	2%	23%	7%	-8%	-1%	0%	-8%	1%	0%
CCc1cc2c(cc3c(=O)n(CC(=O)NCCCN4CC(C)CC(C)C4)ncn32)s1 (stereo unspecified)	1%	3	2%	14%	5%	-2%	7%	-12%	-2%	15%	-5%
O=C(Oc1coc(CSc2nnc(NC(=O)C3CC3)s2)cc1=O)c1ccccc1	-9%	15	0%	6%	1%	0%	-2%	-2%	·	-2%	2%
CC1CN(C(=O)c2cc3cc(Br)ccc3[nH]2)CC(C)O1 (stereo unspecified)	0%	3	-12%	-3%	22%	?	-2%	·	6%	-2%	-1%
CC1(C2CC2)NC(=O)NC1=O (stereo unspecified)	1%	-10	-1%	5%	2%	-4%	-5%	-5%	0%	10%	-2%
Cc1cc(NC(=O)CCCn2nc(C)c([N+](=O)[O-])c2C)no1	-1%	16	2%	11%	6%	-1%	-1%	-12%	·	1%	-2%
O=c1c2ccccc2c(C=Nc2cccc(S(=O)(=O)NCc3ccco3)c2)c(O)n1-c1ccc(Cl)cn1	-3%	0	2%	?	14%	?	-1%	-26%	42%[activator]	-10%	-3%
Cc1cc(C)cc(-n2c(C)nc3cc(C(=O)O)ccc32)c1	?	16	-5%	-6%	-2%	-1%	-3%	2%	-6%	4%	1%
CCCCCC(=O)NC(NC(=S)NC1CCS(=O)(=O)C1)C(Cl)(Cl)Cl (stereo unspecified)	-2%	1	1%	-6%	-36%	3%	2%	-17%	-9%	-19%	4%
COc1cccc(CNC(=O)C2Cc3ccccc3CN2C(C)=O)c1 (stereo unspecified)	0%	1	1%	1%	28%	-15%	-3%	·	-1%	7%	26%
CCC(C)c1ccc(C(C)NC(=S)NC2CCCCC2)cc1 (stereo unspecified)	-2%	-7	-7%	?	2.8µM*	1%	-18%	-1%	-12%	2µM*	-15%
O=C1c2cccc3c([N+](=O)[O-])c(O)cc(c23)C(=O)N1Nc1ccccc1	-7%	5	1%	-26%	-7%	?	1%	0%	?	-17%	-3%
CC1Sc2ccc(S(=O)(=O)N3CCC(C(=O)NCc4ccccc4)CC3)cc2NC1=O (stereo unspecified)	1%	-10	-2%	?	?	·	-3%	·	-1%	-10%	-1%
Fc1ccc(-c2ccnc3nc(N4CCN(c5ccccc5)CC4)nn23)cc1	-1%	-11	1%	1%	41%	-3%	-7%	3%	3%	-3%	-2%
COc1ccccc1CNC(=O)C(NS(=O)(=O)c1ccc2c(c1)OCCO2)C(C)C (stereo unspecified)	3%	4	-1%	5%	-14%	-1%	-8%	-3%	-8%	5%	0%
COc1ccc2c(c1)sc1nc(-c3ccccc3)cn12	0.034µM*	-40	12%	?	1.6µM*	27%	?	-27%	4%	2µM*	-14%
C/C(CC(=O)N(C(C)C)C(C)C)=N\NC(=O)c1ccccc1Br	6%	-11	-11%	-2%	?	11%	-4%	1%	-6%[11.5 µM]	-7%	-1%
